Screens from PubChem BioAssay.
PLCg1 inh: PLC-gamma1 (human) inhibition, primary screen; P19174; inhibition, % at 12.2 µM; purified PLC-gamma1, fluorogenic substrate, fluorescence; 370,000 tested, 0.84% active; in the data active = inhibition above about 9.5%
Tn6 DDE FP: disrupts Tn6 cyclic peptide binding to fibrin D-Dimer-E complex; P02675; Fibrin DD(E) TRITC-Tn6 fluorescence polarization displacement; inhibition, % at 8.3 µM; 370,000 tested, 0.21% active; AID 720509;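 active = inhibition above a per-campaign cutoff: mean of compounds within control limits plus 3 SD, cut at about 15% in these data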;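 also: 0% = median of all compound wells on the plate and 100% = blocking peptide control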
ARFGAP1 inhibitor: inhibitors of rat ARFGAP1; Q62848; Arfgap1-stimulated ARF1 GTP hydrolysis, GDP FP detection; inhibition, % at 16.5 µM; 360,000 tested, 0.26% active;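 active = inhibition above a per-plate limit, mean inhibition of low control wells plus 3 SD, cut at about 25% in these data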;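 also: 0% = DMSO wells with enzyme and 100% = wells lacking Arfgap1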
Target sequence (Q62848 1-136 limits assumed): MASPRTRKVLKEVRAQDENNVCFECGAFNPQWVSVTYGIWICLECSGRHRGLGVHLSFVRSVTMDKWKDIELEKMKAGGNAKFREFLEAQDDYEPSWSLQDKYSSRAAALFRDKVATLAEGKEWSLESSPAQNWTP
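System: truncated rat Arfgap1 GAP domain / Medium: HEPES-based buffer, pH 7.5 / Also added: N-terminally truncated human ARF1-GTP substrate / Incubation: enzyme reaction 120 min at 25 °C after 20 min preincubation / Measured by: FP of antibody-bound GDP Alexa 633 tracer, ex 620/em 688 nm / Replicates: singlicate, each compound tested once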
ADAM17 inh: inhibitors of human ADAM17; P78536; recombinant ADAM17, EDANS/DABCYL FRET peptide cleavage; inhibition, % at 6.95 µM; 370,000 tested, 0.83% active;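 active = inhibition above the mean of compounds lying between control limits plus 3 SD, set per campaign, cut at about 8.5% in these data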;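 also: 0% = DMSO-only wells as the low control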
PLC-beta3 inh: inhibitors of human phospholipase C beta3 | Q01970 | AID 720704 | Purified PLC-beta3, fluorogenic substrate, fluorescence | 370,000 tested, 0.18% active | inhibition, % at 12.2 µM; in the data active = inhibition above about 11%;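 also: 0% = median of compound wells on plate and 100% = full blocker control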
proKLK7 act: activators of human kallikrein-7 zymogen. 370,000 tested, 0.9% active. purified proKLK7, EDANS-DABCYL substrate fluorescence; 100% is mature enzyme control, 0% vehicle. activation, % at 7 µM. P49862;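 active = activation above the mean of all tested compounds plus 3 SD, computed per campaign excluding outliers beyond control limits, cut at about 13% in these data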
Target sequence (P49862 whole entry, looked up): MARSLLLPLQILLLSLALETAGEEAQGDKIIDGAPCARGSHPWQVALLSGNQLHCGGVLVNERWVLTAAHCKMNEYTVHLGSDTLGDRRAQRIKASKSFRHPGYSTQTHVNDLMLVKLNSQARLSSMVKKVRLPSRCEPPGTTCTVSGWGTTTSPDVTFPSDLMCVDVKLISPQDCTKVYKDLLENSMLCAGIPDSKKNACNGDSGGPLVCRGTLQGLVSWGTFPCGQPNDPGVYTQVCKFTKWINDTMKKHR
DDE Tn7 FP inh: disrupts Tn7 cyclic peptide binding to fibrin D-Dimer-E complex. P02675. FP displacement of FITC-Tn7 peptide from fibrin DD(E); 0% = median of compound wells per plate. inhibition, % at 8.3 µM. 370,000 tested, 0.13% active. AID 720508;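 active = inhibition above the mean of compounds falling within the control limits plus 3 SD of them, cut at about 14% in these data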;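 also: 0% = plate median of compound wells and 100% = 10 µM Aha-Tn7 peptide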
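System: human fibrin DD(E); quantity: Fibrin-DD(E) at 2 µM final; also added: fluorescent Tn7 probe at 0.1 µM; compound dosing: single nominal test concentration of 8.3 µM per compound; schedule: 10 min preincubation, 3 h with tracer, room temperature; detection: fluorescence polarization of the labelled Tn7 tracer; repeats: one replicate per compound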
UHRF1 binding: UHRF1 methyl-DNA binding inhibition. Q96T88. UHRF1 binding to methylated oligo, TR-FRET. inhibition, % at 4.4 µM. 370,000 tested, 0.75% active; in the data active = inhibition above about 21%;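 also: UHRF1 SRA domain binding a hemimethylated CpG hairpin DNA probe; 0% = median of test compound wells and 100% = reference inhibitor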
ASAP1 inh: ASAP1 ArfGAP inhibition. ASAP1-stimulated ARF1 GTP hydrolysis, GDP FP detection. Q9ULH1. AID 624377. inhibition, % at 16.5 µM. 360,000 tested, 0.19% active; in the data active = inhibition above about 25%;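 also: 0% = vehicle with enzyme and substrate and 100% = no enzyme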
Target sequence (Q9ULH1 325-724 limits assumed): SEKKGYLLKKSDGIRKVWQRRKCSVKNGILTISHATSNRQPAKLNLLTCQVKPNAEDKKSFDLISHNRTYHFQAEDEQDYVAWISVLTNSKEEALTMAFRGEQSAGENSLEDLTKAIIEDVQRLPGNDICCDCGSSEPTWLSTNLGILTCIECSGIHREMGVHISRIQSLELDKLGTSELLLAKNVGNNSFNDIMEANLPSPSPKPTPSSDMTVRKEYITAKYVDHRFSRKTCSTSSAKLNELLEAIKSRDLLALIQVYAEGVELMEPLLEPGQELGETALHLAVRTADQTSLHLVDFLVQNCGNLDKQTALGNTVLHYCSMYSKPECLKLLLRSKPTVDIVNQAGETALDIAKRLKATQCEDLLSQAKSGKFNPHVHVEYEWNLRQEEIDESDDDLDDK
MBD2 inh: MBD2-methylated oligo binding inhibition; inhibition, % at 4.4 µM; AID 686964; TR-FRET, MBD2 binding to methylated oligonucleotide; 370,000 tested, 0.31% active; Q9UBB5; in the data active = inhibition above about 13%
Starred values were filed as active, the others as inactive; / = not tested or not shown. Random draw from the library. About 4.1% of those tested had a hit in this group.

PLCg1 inh	Tn6 DDE FP	ARFGAP1 inhibitor	ADAM17 inh	PLC-beta3 inh	proKLK7 act	DDE Tn7 FP inh	UHRF1 binding	ASAP1 inh	MBD2 inh	molecule
1	3	/	-5	-2	0.1	2	0	/	2	COC(=O)C1CN(CC(C)C)CCS(=O)(=O)N1Cc1ccc(F)cc1 (stereo unspecified)
2	-4	-1	-1	2	0.2	-7	-4	-13	-3	COc1ccc(NC(=O)CNS(=O)(=O)c2ccccc2)cc1Cl
-2	-6	/	1	5	0.9	1	0	/	-4	CC(C)C[C@@H](CO)N1Cc2nnn(Cc3ccccc3)c2-c2ccccc2S1(=O)=O
1	-4	/	1	0	-5.8	-4	-1	/	0	CCOc1ccccc1NC(=O)c1cc2c(C)nn(-c3ccccc3)c2s1
3	-5	10	0	-1	0.4	6	2	-2	-4	Cc1cc(NC(=O)CS(=O)CC(=O)Nc2c(C)cccc2C)ccc1-n1cnnn1 (stereo unspecified)
3	-6	-10	3	3	0.3	8	1	-3	-4	O=C(Nc1ccc(N2CCCCC2)cc1)c1cccnc1
-14	-3	-14	-7	-19	-0.5	0	-4	-11	-12	COc1ccc(N2CSC3=C(C#N)C(c4ccc(OC)c(OC)c4)CC(=O)N3C2)c(OC)c1 (stereo unspecified)
-3	-1	4	-3	-7	-0.2	-2	-4	10	-3	Cc1ccc2c(CC(=O)N(C)c3c(N)n(Cc4ccccc4)c(=O)[nH]c3=O)coc2c1
2	2	-8	-3	-5	0.0	3	-2	3	1	C=CC[N+]1(CC=C)CCOCC1
-2	3	2	0	1	-0.2	1	-3	-9	0	O=C(C1CCN(Cc2ccccc2)CC1)N1CCN(C/C=C/c2ccccc2)CC1
2	-3	-8	1	3	-0.9	8	0	-22	1	CN(Cc1cn(-c2ccccc2)nc1-c1ccc(F)cc1)C(=O)CCC(=O)O
0	10	-1	-1	0	-0.4	5	0	2	-1	O=C(O)c1cccc2c1C(=O)N(C1CCCCC1)C2

Other records follow.
PLCg1 inh	Tn6 DDE FP	ARFGAP1 inhibitor	ADAM17 inh	PLC-beta3 inh	proKLK7 act	DDE Tn7 FP inh	UHRF1 binding	ASAP1 inh	MBD2 inh	molecule
1	9	6	-3	-3	0.1	-3	-3	-7	-1	CCCCNC(=NCc1cccc(C(F)(F)F)c1)Nc1ccccc1
1	2	2	1	-4	0.3	-10	0	-2	3	CCn1c(=NC(=O)COc2ccccc2)sc2cccc(F)c21
-1	2	-19	2	-5	0.0	-1	-4	-14	-5	O=C(Nc1cccc(C(=O)O)c1)/C(=C\c1ccccc1Cl)NC(=O)c1ccco1
3	2	0	1	0	0.0	-5	1	4	-5	COc1ccc(N(C)C(=O)c2onc3c2CCCC3)cc1
-5	3	-1	1	-7	0.8	8	-4	-18	0	CCc1nc2ccc(C(=O)NCCCn3ccnc3)cn2c1N(C)CCC(C)C
-1	0	4	-3	-3	0.0	0	22*	-10	2	CSc1ccccc1NC(=O)NCCCl
4	0	0	0	2	0.1	-5	-3	15	0	CCCCNC(=O)C(NC(=O)c1ccc(C(F)(F)F)cc1)C(=O)c1ccccc1 (stereo unspecified)
-29	-6	-9	-16	-24	7.2	4	-4	-18	-6	COc1cc2[nH]c(=S)nc(NCc3ccccn3)c2cc1OC
1	5	7	-4	1	0.2	9	4	3	0	Cc1cc(C)n(CCc2nc3c4ccccc4n(CC#N)c(=O)n3n2)n1
-81	1	7	-243	-133	6.0	-1	0	-7	3	Nc1cc(Cl)ccc1C(=O)OCC(=O)N1CCCC1
-9	-2	12	-1	-10	-9.5	-4	1	7	3	COc1ccc(NC(=O)c2cc(-c3sc(NC(=O)c4ccccc4)nc3C)n(Cc3ccccc3)n2)cc1
-14	5	4	-3	-16	0.1	-2	1	0	1	CC(=Nc1cccc(O)c1)c1sc2ccccc2c1O

Later entries.
PLCg1 inh	Tn6 DDE FP	ARFGAP1 inhibitor	ADAM17 inh	PLC-beta3 inh	proKLK7 act	DDE Tn7 FP inh	UHRF1 binding	ASAP1 inh	MBD2 inh	molecule
1	5	/	-5	-2	1.0	0	-2	/	-6	CCOC(=O)[C@@]12CCCC3=C1N(CCC3)C(=O)[C@H]2CC(=O)NCCCOC
1	5	1	-1	0	-0.2	4	0	-7	-1	COC(=O)c1ccc(NC(CC(C)C)C(=O)OC)c([N+](=O)[O-])c1 (stereo unspecified)
3	1	-11	0	1	0.1	4	0	12	2	O=C(O)c1cccc(NS(=O)(=O)c2ccc(-c3ccc(S(=O)(=O)Nc4cccc(C(=O)O)c4)cc3)cc2)c1
-4	0	9	-3	-3	-0.3	1	1	3	4	COc1ccccc1/C=N/NC(=O)c1nnn(-c2nonc2N)c1CSC1=NCCS1
2	-1	9	4	0	0.6	3	-1	1	5	CCOc1ccc(OCC)c(NC(=O)Nc2ccc3c(c2)N(C)C(=O)CS3)c1
7	-1	0	4	2	-0.5	2	-1	6	-3	CCn1cc(CNC(=O)/C=C/c2cnn(C)c2)c(C)n1
-9	3	3	2	-8	0.4	5	-8	3	-8	CCC(=O)NC(c1cc(Cl)c2cccnc2c1O)C1CC1 (stereo unspecified)
-2	3	3	-2	1	0.9	5	-3	1	-8	CC(C)C[C@@H](COc1ccccc1)N1CCN(CC(C)C)CCC1=O
-121	-10	7	-1	-132	0.5	-11	-2	9	2	COc1ccc2[nH]cc(/C=C/C(=O)c3ccccc3)c2c1
0	6	4	1	5	0.3	6	-2	8	3	CCOC(=O)C1=C[C@@H](C(C)(C)C)N(S(=O)(=O)c2ccc(C)cc2)[C@H]1c1ccc(Cl)c(Cl)c1
1	0	-12	-1	-1	-0.2	2	-1	11	-1	O=C(CCCOc1ccc(Cl)cc1)NCC1CCCO1 (stereo unspecified)
1	7	1	-2	4	0.1	2	0	5	4	CS(=O)(=O)Nc1ccc(S(=O)(=O)NC2CCCCC2)cc1

Continued.
PLCg1 inh	Tn6 DDE FP	ARFGAP1 inhibitor	ADAM17 inh	PLC-beta3 inh	proKLK7 act	DDE Tn7 FP inh	UHRF1 binding	ASAP1 inh	MBD2 inh	molecule
-1	-5	12	1	-8	-0.4	-12	-1	4	-3	COC(=O)CC1(c2ccc(OC)cc2)C(=O)c2ccccc2C1=O
0	5	7	-1	-4	-0.1	-3	-1	1	-2	CCOC(=O)CC1(C)OCC(C[N+]2(C)CCCCC2)O1 (stereo unspecified)
-32	-16	/	1	-40	0.1	8	0	/	0	O=C(Nc1nnc(-c2cccnc2)s1)c1cnc2ccccc2c1
-3	-3	11	-4	-11	0.0	-4	1	17	2	CN(c1ccccc1)S(=O)(=O)c1cccc(C(=O)Nc2ccc(N3CCOCC3)cc2)c1
1	1	10	-1	2	0.0	-4	-1	16	1	CC(NC(=O)C1CCC(CNS(=O)(=O)c2ccc3c(c2)C(C)(C)C(=O)N3C)CC1)c1ccccc1 (stereo unspecified)
2	-12	2	-4	-5	0.5	6	3	-3	3	O=c1c(-c2ccccc2)c(O)c2c(n1-c1ccccc1)CCCC2
-5	1	2	-1	-3	0.0	-1	-3	3	3	CN(Cc1cccnc1)Cc1c(C(=O)N2CCc3ccccc3C2)nc2ccc(Cl)cn12
-1	-1	-13	-1	-2	-0.3	-5	2	4	-3	O=C(CN1CCN(S(=O)(=O)c2cccs2)CC1)N1CCCCC1
5	1	2	5	7	0.6	-2	5	18	-4	CCOC(=O)Cc1csc(NC(=O)CC(C)(C)C)n1
1	-2	5	1	-4	0.1	-4	4	14	1	Cc1ccc(-c2noc(CCC(=O)N3CCCc4ccccc43)n2)cc1
3	6	-2	-1	3	0.2	3	37*	2	14*	O=C(NC(=S)Nc1ccc(Br)cn1)c1cccs1
0	6	1	-2	-5	-0.2	-1	-1	9	-5	c1ccc(SCCOCCN2CCOCC2)cc1

Sorted by SMILES length (low to high): some entries from above
PLCg1 inh	Tn6 DDE FP	ARFGAP1 inhibitor	ADAM17 inh	PLC-beta3 inh	proKLK7 act	DDE Tn7 FP inh	UHRF1 binding	ASAP1 inh	MBD2 inh	molecule
3	6	-2	-1	3	0.2	3	37*	2	14*	O=C(NC(=S)Nc1ccc(Br)cn1)c1cccs1
-1	-5	12	1	-8	-0.4	-12	-1	4	-3	COC(=O)CC1(c2ccc(OC)cc2)C(=O)c2ccccc2C1=O
-5	1	2	-1	-3	0.0	-1	-3	3	3	CN(Cc1cccnc1)Cc1c(C(=O)N2CCc3ccccc3C2)nc2ccc(Cl)cn12

Next records follow.
PLCg1 inh	Tn6 DDE FP	ARFGAP1 inhibitor	ADAM17 inh	PLC-beta3 inh	proKLK7 act	DDE Tn7 FP inh	UHRF1 binding	ASAP1 inh	MBD2 inh	molecule
-101	4	-3	-19	-142	-0.8	2	-2	-2	-5	COc1ccc2[nH]c(C(=O)Nc3ccccc3Cl)cc2c1
1	-5	5	-6	0	0.3	0	0	-1	-2	OCCN(CC(O)COc1ccccc1)CC(O)Cn1ccc2ccccc21 (stereo unspecified)
5	-7	-11	-3	-3	-0.8	-4	-2	-5	-3	CCOc1ccccc1OCC(=O)Nc1ccccc1C(=O)NC1CC1
5	4	3	6	-1	-0.4	-2	0	-4	-4	CCC(C)NS(=O)(=O)c1cc2c3c(c1)CCC(=O)N3CCC2 (stereo unspecified)
-1	1	10	-1	-1	0.7	4	1	-3	5	Cc1[nH]c2ccccc2c1C(c1ccncc1)N1CCN(c2ccccc2F)CC1 (stereo unspecified)
-285	1	15	-73	-353	22*	7	1	2	-1	COCCCNC(=O)C[C@H]1C[C@H](C(=O)N2CCCCC2)[C@@]2(CCc3ccccc3)c3[nH]c4cc(-c5ccco5)ccc4c3CCN2C1=O
-5	2	0	-1	0	-0.5	2	3	2	2	COc1ccc(-c2csc3nc(C)nc(N4CCN(C(C)=O)CC4)c23)cc1OC
1	-13	8	0	-3	-0.1	-1	2	-6	10	CCc1noc(C)c1C(=O)Nc1ccc(C)c(S(=O)(=O)N2CCCCCC2)c1
1	11	-7	0	0	-0.1	4	-1	-14	2	O=C(CCN1C(=O)c2ccccc2C1=O)NC(=S)Nc1ccccc1
